Screening results deposited in PubChem BioAssay by several laboratories.
Cardiac RTF inh = cardiac RTF calcium sensitivity inhibitors, primary screen, biochemical, IANBD-TnC fluorescence, EC70 calcium | hit rate 0.12% among 340,000 | inhibition, % at 7.15 µM | AID 493244, 2011 | Troponin I, cardiac muscle (Homo sapiens) + Troponin T, cardiac muscle (Homo sapiens) + … | IANBD-labeled cardiac RTF, Ca2+ fluorescence;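 active = inhibition above the mean inhibition of all tested compounds plus 3 SD, cut at about 17% in these data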;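 note: assay run at fixed EC70 calcium of 1.6 mM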
OPRM1-OPRD1 inv = inverse agonists of MOR-DOR heterodimerization, primary screen, cell-based, luminescence; AID 504357, 2011; hit rate 0.21% among 340,000; Mu-type opioid receptor (Homo sapiens) + Delta-type opioid receptor (Homo sapiens), …; cell-based MOR-DOR heterodimer luminescence, inverse agonism; inhibition, % at 9.3 µM; in the data active = inhibition above about 22%, passing the limit was not always enough;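 note: 0% = cells with DMSO and 100% = wells without cells with DMSO; values of inactives mirror those of a sister screen read the other way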
DSG3 Ab inh = inhibitors of pemphigus antibody binding to DSG3, primary screen, biochemical, bead-based, flow cytometry, scFv-GFP; Desmoglein-3 (Homo sapiens), P32926; DSG3-coupled beads, scFv-anti-DSG3-GFP binding; stronger effect = lower value; binding (percent of control), % at 10 µM; hit rate 0.48% among 310,000; AID 588358, 2011;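 active = binding more than 3 SD below its plate's average and above zero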; note: some compounds called inactive have numbers as strong as hits
cardiac RTF act = cardiac RTF calcium sensitivity activators, primary screen, biochemical, IANBD-TnC fluorescence, EC20 calcium. hit rate 0.24% among 340,000. AID 493008, 2010. activation, % at 7.2 µM. IANBD-labeled TnC RTF fluorescence at EC20 calcium; 0% EC20 calcium, 100% full calcium;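 active = activation above the mean over all tested compounds plus 3 SD, cut at about 30% in these data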;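 note: rise in fluorescence read as greater calcium sensitivity of cardiac thin filaments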
V-ATPase pHluor = regulators of yeast V-ATPase proton pumping, primary screen, pHLuorin cytosolic pH fluorescence | S. cerevisiae | response, % at 10 µM | hit rate 0.37% among 350,000; in the data active = response mostly above about 7.3%, no sharp cut-off; inactive = mostly below about 5.4%; note: actives read high; inactives centre near 0; some compounds called inactive have numbers as strong as hits; reference of the scale not given here
C-LANA FP = inhibitors of KSHV C-LANA binding to DNA, primary screen, biochemical, fluorescence polarization, FAM-LBS DNA, MBP-C-LANA, single point | Kaposi's sarcoma herpesvirus LANA C-terminal domain (residues 932-1162) DNA binding | inhibition, % at 9 µM | AID 504423, 2011 | hit rate 0.078% among 340,000;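 active = highest replicate inhibition at or above 60% at 9 µM, even if other replicates fall short; inactive = all replicates below 60% inhibition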;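 note: 0% = neutral control wells and 100% = 4 µM acridine orange control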
MOR-DOR ag = agonists of OPRM1-OPRD1 heterodimerization, primary screen, cell-based, luminescence. cells. AID 504326, 2011. Mu-type opioid receptor (Homo sapiens) + Delta-type opioid receptor (Homo sapiens), …. activation, % at 9.3 µM. hit rate 0.3% among 340,000; in the data active = activation above about 18%;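 note: 0% = vehicle-treated cells and 100% = reference agonist; values of inactives mirror those of a sister screen read the other way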
Arr AP2 block = inhibitors of beta-arrestin/AP2 binding, primary screen, biochemical, GPCR trafficking, flow cytometry; inhibition, % at 10 µM; hit rate 0.31% among 340,000; AID 504490, 2011; beta-arrestin 1 C-terminal peptide binding to AP2 beta2-adaptin appendage (human); FITC-arrestin peptide / GST-AP2 beads; AP2 beta2 appendage carries R879A mutation;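 active = inhibition above a set limit, near 3 SD of compounds lacking own fluorescence, cut at about 54% in these data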;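 note: plate controls were DMSO wells for no effect and 5 µM unlabelled arrestin peptide for full effect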
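Measured by: flow cytometry, FL1 (488/535 nm); Material: AP2 appendage R879A on GSH beads; Evaluation: percent response; Timing: pre-incubation 12 min, peptide binding 1 h, room temperature; Also added: 50 nM FITC-arrestin peptide; Medium: PBS with 0.05% Tween 20 and 0.1% BSA.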
Keap1-Nrf2 PPI = Keap1-Nrf2 protein-protein interaction inhibitors, primary screen, biochemical, fluorescence polarization, single point | Keap1 Kelch-Nrf2 peptide fluorescence polarization, 1536-well | Kelch-like ECH-associated protein 1 (Homo sapiens), Q14145 | hit rate 0.15% among 340,000 | inhibition, % at 9.4 µM; in the data active = inhibition above about 12%;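 note: human Keap1 Kelch domain with fluorescein labeled Nrf2 9mer peptide probe; 0% = neutral control wells and 100% = peptide positive control; higher means more block of Keap1 binding to Nrf2 peptide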
Target sequence (Q14145 whole entry, looked up, the tested form may be a part): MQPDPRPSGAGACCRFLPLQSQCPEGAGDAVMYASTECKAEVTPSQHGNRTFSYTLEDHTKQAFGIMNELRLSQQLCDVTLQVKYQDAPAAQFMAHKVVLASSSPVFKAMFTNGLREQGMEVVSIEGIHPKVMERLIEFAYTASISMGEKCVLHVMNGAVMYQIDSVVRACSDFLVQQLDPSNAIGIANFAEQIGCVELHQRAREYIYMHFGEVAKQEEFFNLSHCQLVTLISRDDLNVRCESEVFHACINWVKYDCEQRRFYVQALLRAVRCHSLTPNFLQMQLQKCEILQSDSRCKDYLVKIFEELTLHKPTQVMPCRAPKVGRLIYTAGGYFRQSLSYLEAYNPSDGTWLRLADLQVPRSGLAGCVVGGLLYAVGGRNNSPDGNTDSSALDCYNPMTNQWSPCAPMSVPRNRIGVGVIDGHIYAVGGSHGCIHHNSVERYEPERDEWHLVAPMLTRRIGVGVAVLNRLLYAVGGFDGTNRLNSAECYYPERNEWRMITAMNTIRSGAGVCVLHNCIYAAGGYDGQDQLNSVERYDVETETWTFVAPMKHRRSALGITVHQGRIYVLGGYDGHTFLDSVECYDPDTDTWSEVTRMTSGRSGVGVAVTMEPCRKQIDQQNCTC
Wnt bcat act = Wnt/beta-catenin pathway activators, primary screen, cell-based, plate reader, single point | hit rate 1.2% among 300,000 | AID 743398, 2014 | Wnt/beta-catenin reporter cell assay, activator | activation, % at 9.35 µM; in the data active = activation above about 30%, passing the limit was not always enough;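 note: 0% = neutral control wells and 100% = positive control wells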
Numbers without * were called inactive; / = not tested or not shown. Compounds were not picked by outcome; about 3.1% have a hit in one of these screens.

Cardiac RTF inh,OPRM1-OPRD1 inv,DSG3 Ab inh,cardiac RTF act,V-ATPase pHluor,C-LANA FP,MOR-DOR ag,Arr AP2 block,Keap1-Nrf2 PPI,Wnt bcat act,Structure
-4,-55,101,1,-8,-1.1,10,7,0,-5,O=C1C2C(c3ccccc3)CC=CC2[C@H](c2ccoc2)N1Cc1ccccc1 (stereo partly drawn)
-10,15,/,-2,-1,-1.4,-2.9,-11,2,-1,COc1ccc(CCNC(=O)CSc2ccc3nnc(CCNC(=O)c4ccccc4)n3n2)cc1OC
-3,0,101,-3,4,-1.2,-0.1,27,2,-3,COc1ccc(NC(=O)Cn2nnc(C(=O)NCCc3ccccc3)c2N)c(OC)c1
-7,14,97,-1,-1,0.0,-2.7,-4,2,12,O=C(Nc1sc2c(c1C(=O)O)CCCCC2)c1cccs1
7,3,108,2,-4,-1.0,-0.5,14,1,/,Cc1ccc(-n2c(=O)c3c4c(sc3n3c(C)nnc23)COC(C(C)C)C4)cc1 (stereo not drawn)
/,/,103,/,-2,/,/,-4,/,1,Cc1cc(C(=O)Nc2ccc(Cl)cc2)c(C)n1-c1ccccc1
-11,15,95,1,-4,-0.6,-2.6,4,0,-2,CCOC(=O)c1[nH]cnc1C(=O)N[C@@H](C)c1ccccc1
-12,-87,96,0,3,-0.8,22*,-11,-4,-12,CN(CC(=O)Nc1ccc(Cl)cc1)C(=O)c1ccc(COc2ccccc2)cc1
-12,12,95,-4,15,-0.4,-2.4,3,-1,-1,CCOc1ccc(Cl)cc1CNc1nnnn1C
8,0,110,-1,-5,-1.7,-0.1,15,0,-1,CCN(CC(=O)Nc1c(F)cccc1F)C(=O)c1ccc(N2CCOCC2)c([N+](=O)[O-])c1
-3,4,119,1,1,-1.0,-0.9,37,0,6,Cc1ccc(CNC(=O)COC(=O)c2cncc(Br)c2)cc1
12,-9,101,3,-1,-0.3,1.7,17,1,-4,Cc1ccc2c(Cl)cc(Cl)c(OCC(=O)Nc3cccc(S(N)(=O)=O)c3)c2n1
-7,5,101,-4,2,0.3,-1.0,25,0,/,O=C(CSc1nnc(COc2ccccc2)o1)NCCc1ccccc1
3,6,100,-1,3,-1.8,-1.3,1,-13,1,COc1ccccc1/C=C/c1nc(S(=O)(=O)c2ccccc2)c(N(C)C)o1
-3,0,110,1,-2,/,0.1,9,-1,2,COc1ccccc1N1CCN(C(=O)c2cccc(C(=O)N3CCN(c4ccccc4OC)CC3)c2)CC1
-14,9,102,14,-1,1.2,-1.9,9,-1,-1,COc1ccccc1C(=O)Nc1ccc(S(=O)(=O)Nc2cc(C)on2)cc1
-5,18,97,3,1,-0.1,-3.3,-11,-7,-1,CCC1CN(C(=O)N2CCC(C(=O)NCc3ccc(C)o3)CC2)c2cc(C)ccc2O1 (stereo not drawn)
1,-10,100,-8,-2,1.6,1.4,15,-5,-3,O=C(CN(C(=O)c1csnn1)c1cccc(Cl)c1)NCCc1ccccc1
1,8,98,-4,1,-1.1,-1.3,8,-6,-1,CCOC(=O)CSc1nc(C)nc2c1sc1nc(C)c(C(C)=O)c(-c3ccc(OC)cc3)c12
-9,6,98,-2,4,-0.2,-0.8,-9,0,1,O=S(=O)(c1cccs1)N1CCN(Cc2cccc(F)c2)CC1
-5,3,103,5,-3,-2.7,-0.5,-12,-2,/,Cc1nc(-c2ccccc2)sc1C(N)=O
4,3,104,-3,-1,0.1,-0.7,8,-4,-4,O=[N+]([O-])c1ccccc1/C=C/C=N/Nc1ccc(S(=O)(=O)Nc2ccc(Cl)cc2)cc1[N+](=O)[O-]
3,13,99,11,1,-0.8,-2.6,14,0,0,COc1cc(/C=N/N=C2/SCC(=O)N2c2ccc(O)cc2)ccc1O
-2,-3,101,-2,1,-0.9,0.7,-5,2,-2,Fc1ccc(CSc2ncnc3sc4c(c23)CCCC4)cc1
-2,-5,96,1,9.6*,-0.3,0.8,33,-2,-3,O=C(NCCc1ccccc1)C(=O)N/N=C/c1ccccc1C(F)(F)F

Following part
Cardiac RTF inh,OPRM1-OPRD1 inv,DSG3 Ab inh,cardiac RTF act,V-ATPase pHluor,C-LANA FP,MOR-DOR ag,Arr AP2 block,Keap1-Nrf2 PPI,Wnt bcat act,Structure
0,6,99,2,-5,13,-1.2,31,1,-1,N=C1/C(=C/c2ccco2)C(=O)N=C2SC(CC(=O)N3CCCC3)=NN12
-4,-24,110,-4,-2,1.0,5.7,-8,-5,3,Cc1ccc(NC(=O)C(=S)NCc2ccco2)cc1
-3,13,106,0,-2,-0.8,-2.8,-7,3,/,COc1ccc(-c2cc(C(F)F)n3ncc(C(=O)N4CCN5CCCC5C4)c3n2)cc1 (stereo not drawn)
2,6,/,3,-3,-1.2,-1.0,6,3,54*,O=C(Nc1ccccc1)N1CCc2ccccc2C1
-11,1,108,-3,1,0.4,-0.1,-1,4,-2,CS(=O)(=O)N1N=C(c2ccc3nccnc3c2)CC1c1ccccc1 (stereo not drawn)
-2,3,105,-3,-1,-2.3,-0.5,7,3,-3,COc1ccccc1NC(=O)CNC(=O)c1ccc([N+](=O)[O-])cc1
8,6,80,-2,-3,0.0,-1.1,11,-3,2,COc1ccc(N)cc1S(=O)(=O)Nc1ccccc1Cl
-1,7,/,2,-1,0.1,-1.6,23,-6,-1,COCc1c(C(=O)N2CCN(S(=O)(=O)c3ccccc3Cl)CC2)oc2ccccc12
8,-4,86,2,0,1.4,0.8,6,-4,-2,COc1ccc2c(C)cc(SCC(=O)Nc3ncc(Cl)cc3Cl)nc2c1
-4,5,97,9,0,0.1,-1.1,4,-1,55*,COc1ccc(NC(=O)c2cccc(OS(=O)(=O)N(C)C)c2)cc1
4,9,98,-4,-6,-1.0,-1.6,28,-1,-1,CC(Oc1cccc2ccccc12)C(=O)N/N=C/c1cccnc1 (stereo not drawn)
-3,-1,86,-7,-3,-1.6,0.1,-17,3,-4,CCOC(=O)C1CCCN(C(=O)c2cc(S(=O)(=O)N3CCCCC3)ccc2Cl)C1 (stereo not drawn)
4,14,99,2,0,-0.5,-2.5,-5,1,0,CCOc1ccc(NC(=O)c2ccc(C#CC(C)(C)O)cc2)cc1
-6,20,/,1,-2,0.3,-3.9,-10,0,0,CCOc1ccccc1CNn1nnnc1N
8,-35,109,-3,3,1.5,5.0,11,-1,-1,CCOC(=O)Cc1csc(N/N=C/c2cccc([N+](=O)[O-])c2)n1
1,3,108,1,-2,-0.9,-0.6,-6,2,/,COc1cccc(-c2noc(-c3cccnc3)n2)c1
-2,10,99,8,0,1.6,-2.1,-1,3,1,COc1ccc2nc(Cl)c(C#N)cc2c1
-3,0,104,2,-1,-0.5,0.1,18,0,-2,CCOc1ccc(OCC)c(S(=O)(=O)N2CCC(C)CC2)c1
-3,5,97,-4,-2,0.0,-0.8,28,2,/,C=CCn1c(=O)c2c(C)c(C)sc2n2c(Nc3ccc(OC)cc3)nnc12
14,6,/,7,6,0.0,-1.3,5,-4,3,CCOC(=O)C(NC(=O)CC(C)C)(Nc1sc2c(c1C(N)=O)CCCC2)C(F)(F)F (stereo not drawn)
-11,1,114,3,-2,1.1,-0.1,-6,2,/,N#Cc1ccc(-c2cccnc2)nc1SCc1ccc(Cl)cc1Cl
7,18,/,-4,-2,1.2,-3.4,19,-1,-4,Cc1cc(C)n2nnnc2c1C#N
5,4,98,-4,-3,1.7,-0.5,0,-1,-2,CC1=C(C(=O)Nc2ccccc2F)C(c2cccs2)C2=C(CCCC2=O)N1 (stereo not drawn)
-7,2,97,-3,-2,-0.5,-0.2,-1,-2,-1,O=C(N/C(=C/c1cccs1)C(=O)N1CCOCC1)c1cccs1
-10,-2,110,3,2,2.3,0.5,-2,0,/,CCOC(=O)c1cc(Br)c(=O)n2ccccc12

Part of the list above in order of SMILES length, low to high:
Cardiac RTF inh,OPRM1-OPRD1 inv,DSG3 Ab inh,cardiac RTF act,V-ATPase pHluor,C-LANA FP,MOR-DOR ag,Arr AP2 block,Keap1-Nrf2 PPI,Wnt bcat act,Structure
5,4,98,-4,-3,1.7,-0.5,0,-1,-2,CC1=C(C(=O)Nc2ccccc2F)C(c2cccs2)C2=C(CCCC2=O)N1 (stereo not drawn)
-3,-1,86,-7,-3,-1.6,0.1,-17,3,-4,CCOC(=O)C1CCCN(C(=O)c2cc(S(=O)(=O)N3CCCCC3)ccc2Cl)C1 (stereo not drawn)
14,6,/,7,6,0.0,-1.3,5,-4,3,CCOC(=O)C(NC(=O)CC(C)C)(Nc1sc2c(c1C(N)=O)CCCC2)C(F)(F)F (stereo not drawn)

Additional compounds
Cardiac RTF inh,OPRM1-OPRD1 inv,DSG3 Ab inh,cardiac RTF act,V-ATPase pHluor,C-LANA FP,MOR-DOR ag,Arr AP2 block,Keap1-Nrf2 PPI,Wnt bcat act,Structure
-2,-8,105,8,0,-1.5,1.4,2,-4,/,COc1ccc2nc(NC(=O)c3ccc(Br)s3)sc2c1
-2,-2,95,6,3,-0.4,0.4,11,1,9,CCc1c(C)sc(NC(=O)c2cc(C(C)C)on2)c1C#N
-6,17,/,11,3,1.3,-3.1,3,-5,2,Cc1c(C(C)(C)O)[nH]c2ccc(C#N)cc12
-6,9,106,-3,-1,0.6,-1.8,-1,5,/,CCOC(=O)Nc1ccc2c(c1)N(C(=O)CN1CCN3CCCC3C1)c1ccccc1CC2 (stereo not drawn)
-6,5,109,-4,9,-0.8,-0.9,5,3,10,O=C(NC(=S)Nc1ccc(Br)cc1)C1CCC1
